Bioassay records deposited in PubChem BioAssay by National Center for Advancing Translational Sciences (NCATS).
LDHA block: LDHA (human) enzyme inhibition; actives 0.15% (n = 480,000); activity change, % (values are at about 110 or 230 µM); purified LDHA, NADH/diaphorase-resazurin fluorescence; hits give low values; in the data active = activity change below about -30%; inconclusive = mostly about -25% to -30%;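 also: plate controls were DMSO wells for no effect and wells without enzyme for full effect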
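Resorufin fluorescence (ex540/em590), read at 0 and 20 min after diaphorase/resazurin addition, reports the NADH left after a 5 min room-temperature reaction of 2 nM human LDH5 with 0.06 mM NADH and 0.2 mM pyruvate.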
ALOX12 inh: blocks human arachidonate 12S-lipoxygenase; P18054; purified 12hLO, xylenol orange hydroperoxide absorbance; Potency, µM (doses to about 108 µM), without a hit: at the top dose activity change, negative = inhibition, usual class: inhibitors; actives 1.1% (n = 580,000); AID 1671190; active = well fitted inhibition curve with a large enough effect; inconclusive = small, poorly fitted or top-dose-only effect, or another doubt; inactive = no such curve, though single readings can be large or run the other way; also: potency is read from the fitted curve at half-maximal effect
Target sequence (P18054 whole entry, looked up): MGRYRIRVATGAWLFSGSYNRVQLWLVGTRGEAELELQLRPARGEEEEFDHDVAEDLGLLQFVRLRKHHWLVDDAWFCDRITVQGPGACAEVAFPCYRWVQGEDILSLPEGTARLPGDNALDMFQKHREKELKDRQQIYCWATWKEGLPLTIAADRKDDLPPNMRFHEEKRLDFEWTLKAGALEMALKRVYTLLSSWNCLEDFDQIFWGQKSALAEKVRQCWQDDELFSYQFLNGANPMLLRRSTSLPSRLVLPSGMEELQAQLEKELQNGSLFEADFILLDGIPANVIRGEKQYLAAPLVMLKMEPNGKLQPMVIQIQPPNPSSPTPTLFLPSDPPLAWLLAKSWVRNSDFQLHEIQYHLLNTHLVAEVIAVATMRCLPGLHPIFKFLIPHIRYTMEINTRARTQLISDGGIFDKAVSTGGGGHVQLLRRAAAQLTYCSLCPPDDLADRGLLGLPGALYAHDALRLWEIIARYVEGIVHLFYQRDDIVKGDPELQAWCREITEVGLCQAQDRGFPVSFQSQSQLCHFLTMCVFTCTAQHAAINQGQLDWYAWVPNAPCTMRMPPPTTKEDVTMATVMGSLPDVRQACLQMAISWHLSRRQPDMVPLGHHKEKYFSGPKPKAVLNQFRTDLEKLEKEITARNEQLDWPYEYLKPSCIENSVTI
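Purified human 12hLO (150 nM final) in 25 mM Hepes, 0.01% Triton X-100, pH 7.0 was preincubated 15 min at room temperature with compound. Then 40 uM arachidonic acid was added, 30 min. Hydroperoxide was read by Fe-XO absorbance ratio 573/405 nm.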
* = called active by the depositor; ? = inconclusive; [ ] = dose if it differs, or a comment. Unless noted, % is scaled to controls: 0 for no effect and ±100 for the full control effect.

SMILES | LDHA block | ALOX12 inh
C=CCNC(=O)c1ccccc1NC(=O)c1cnc2ccccc2n1 | -23.8 | ?
CSc1ccc(/C=C2\CS(=O)(=O)c3c(F)cccc3C2=O)cc1 | 7.1 | -19.0%
CN(C)CCNc1ncnc2c1ncn2[C@H]1CN(CCc2ccccc2)C[C@@H](CO)O1 | -7.2 | 14.9%
CCOc1cc(C2C3=C(CC(C)(C)CC3=O)OC3=C2C(=O)CC(C)(C)C3)ccc1OC(C)=O | 1.8 | 73.0%[activator]
COC(=O)c1ccc(NC(=O)NCc2cccn2Cc2ccc(F)cc2)cc1 | -0.1 | ?
COc1cccc(NC(=O)Cn2cc(OC)c(=O)cc2CSc2ccc(F)cc2)c1 | -8.2 | -14.1%
S=C(NCCc1ccccc1)Nc1ccccc1Cc1ccccc1 | -2.9 | ?
O=C(NCCC(c1ccccc1)c1ccccc1)NNc1cnccn1 | 5.5 | ?
CN(C)c1ccc(C(=O)N/N=C/c2ccc(Br)s2)cc1 | 1.0 | 20µM*
CCOC(=O)c1oc2cc(O)c(CC)cc2c(=O)c1-c1nc2ccccc2s1 | 2.7 | ?
COc1ccc(-c2c(C)oc3cc(OCC#N)ccc3c2=O)cc1OC | -3.8 | -3.4%
O=C(NCCc1nnc2n1CCCCC2)Nc1ccccc1F | 1.6 | -22.9%
CC1CCC(NC(=O)CSc2ncnc3c2cnn3-c2ccccc2)CC1 (configuration not stated) | -5.4 | 9.5%
CCC(=O)Nc1ccc(-c2csc(NCc3ccco3)n2)cc1 | 6.0 | ?
CCCn1c(C)cc(C(=O)CSc2n[nH]c(C3CC3)n2)c1C | -7.8 | -1.5%
O=C(Nc1ccc(OC(F)F)cc1)c1n[nH]c(=O)c2ccccc12 | -5.4 | 64.0%
O=C(COc1ccccc1Cl)OCC(=O)c1ccc(-c2ccccc2)cc1 | 6.8 | 9.4%
CC(C)(C)c1ccccc1NC(=O)C1CCCC1 | 2.7 | 48.2%[activator]
CCN(CC)S(=O)(=O)c1ccc(C(=O)Nc2ccccc2OC(F)F)cc1 | 0.9 | -5.1%
O=C(O)c1cc(F)c(F)cc1Cl | 6.9 | ?
Cc1cc(C)n(-c2ccc(C(=O)OCC(=O)NC(=O)NC3CCCCC3)cc2)n1 | -0.8 | ?
O=C(/C=C/Nc1ccc(OCc2ccccc2)cc1)c1ccc(Br)cc1 | 7.1 | -17.3%
CNC(=O)c1ccc(-c2nc(CN3CCN(C(=O)Nc4ccc(C(=O)OC)cc4)CC3)c(C)o2)cc1 | 0.1 | 10.7%
COc1ccccc1NS(=O)(=O)c1cc(NC(=O)c2n[nH]c3ccccc23)ccc1C | 8.6 | -15.3%
CC(C)(CNC(=O)C1CCCCC1)CNC(=O)C1CCCCC1 | 5.7 | 2.1%

Next part:
SMILES | LDHA block | ALOX12 inh
CC(=O)Nc1ccc(CN2C(=O)C(CCc3ccccc3)ON=C2c2cnccn2)cc1 (configuration not stated) | -1.6 | -0.1%
O=c1[nH]c(=O)n(Cc2ccco2)c2nccc(-c3ccc4c(c3)OCO4)c12 | 0.3 | ?
O=C1CC(c2ccc(F)c(F)c2)c2cc(Br)c3ccccc3c2N1 (configuration not stated) | -0.1 | ?
COc1ccc(NC(=O)c2cc(-c3cc(F)ccc3OC(C)C)n[nH]2)cc1OC | -1.1 | -10.7%
CCC1CCC2(CC1)NC(=O)N(Cc1coc(-c3cccs3)n1)C2=O (configuration not stated) | -1.5 | -32.6%
CC(C)(C)c1ccc(C(=O)N2CCC2(C)C(=O)NCCC#N)cc1 (configuration not stated) | -7.7 | -5.9%
O=C(COc1ccc(C2CCCCC2)cc1)Nc1ccc2oc(-c3ccncc3)nc2c1 | -1.0 | -11.9%
Cn1c(=O)c2nc(SCCC(=O)O)n(C)c2n(C)c1=O | 3.3 | ?
Cc1c(C)c2ccc(OCC(=O)Nc3ccc4c(c3)OCCO4)cc2oc1=O | -0.7 | -45.4%
O=S(=O)(NCCCO)c1ccc(Cl)cc1 | -7.8 | -9.0%
CCCC(C)(C)NC(=O)CCc1ccc(OC)c(OC)c1 | -3.3 | -5.0%
CCc1nc2ccc(C(=O)NCCc3ccccn3)cn2c1N(C)Cc1cccs1 | -1.6 | -4.3%
CCOC(=O)C1=C(C)NC(=O)NC1c1ccc(C(=O)OC)cc1 (configuration not stated) | -2.5 | 7.1%
COc1ccc(OC)c(CN2CCc3nc(N4CCN(c5ccccc5F)CC4)ncc3C2)c1 | 0.1 | 1.3%
CS(=O)(=O)/C(=C\c1cccc(Cl)c1)C(=O)c1ccccc1 | 1.2 | ?
O=C(NCc1cccs1)c1ccccn1 | 10.1 | ?
O=C(NCCC12CC3CC(CC(C3)C1)C2)C1CCCCC1 | -0.4 | 0.0%
COc1cc(-c2coc3c(C(=O)NCc4cccc(Cl)c4)cccc23)ccc1O | -3.7 | ?
Cc1ccc(NC(=O)CSc2nc3cc(C)[nH]c3c(=O)[nH]2)c(Br)c1 | -5.2 | ?
CCn1cnc2c1c(=O)n(CC(=O)N(c1ccccc1)C1CCCCC1)c(=O)n2Cc1ccccc1 | 8.4 | ?
CCOc1ccccc1CNC(=O)C1CCCN(c2nn3cc(-c4ccc(F)cc4)nc3s2)C1 (configuration not stated) | 7.6 | 27.9%
CCc1sc(C(=O)NCCC(C)C)cc1C | 5.1 | 5.1%
NC(c1csc(Nc2nccc(C(F)(F)F)n2)n1)C1CCCCC1 (configuration not stated) | -1.2 | 5.2%
C[N+]12CC[N+](C)(CC1)CC2 | -21.6 | ?
C=CCNC(=S)NN=C1CCC(CCC)CC1 (configuration not stated) | 5.7 | ?

Following part:
SMILES | LDHA block | ALOX12 inh
COCCNc1nnc(SCc2coc(-c3ccccc3)n2)s1 | -14.1 | ?
CN(C)c1ccc(NC(=O)C(c2ccccc2)c2ccccc2)cc1 | 10.2 | -17.3%
CCN(CC)CCNc1nc2c(c(=O)[nH]c(=O)n2C)n1CC(O)COc1cccc(C)c1 (configuration not stated) | 9.0 | 4.0%
COc1ccc(Br)cc1CN1CCCC(C(=O)N(C)Cc2ccccc2)C1 (configuration not stated) | -24.1 | ?
O=C(O)C(c1c[nH]c2ccccc12)N1CCN(Cc2ccccn2)CC1 (configuration not stated) | -5.9 | 8.7%
COc1c(C)cc(C(O)c2ncc(-c3ccccc3C(F)(F)F)[nH]2)cc1C (configuration not stated) | -1.2 | 0.7%
CCNC(=S)NNC(=O)C1CCCC1 | 3.0 | 13.8%
Cc1ccc(OCc2nc3c4c(ncn3n2)OC2=C(C(=O)CCC2)C4c2ccco2)cc1 (configuration not stated) | 3.7 | ?
N#Cc1nc(-c2ccccc2F)oc1NCc1ccc2c(c1)OCO2 | -3.2 | -21.0%
O=C(NCCNc1ccncc1)Nc1ccccc1 | -12.0 | -27.9%
CC1(CBr)C2CCC1(C)C1(OCCO1)C21OCCO1 (configuration not stated) | -2.3 | -4.1%
CC(Sc1n[nH]c(-c2cccs2)n1)C(=O)Nc1ccc(F)cc1 (configuration not stated) | -2.7 | -13.8%
N#Cc1ccc(CN2CCN(CC(=O)Nc3ccccc3C(=O)NC3CCCC3)CC2)cc1 | -6.5 | -23.1%
CCN(CC)C(=O)c1ccc2oc(CN3CCN(C(=O)Nc4ccc(F)cc4F)CC3)nc2c1 | -5.3 | 0.6%
COC(=O)c1ccc(CN(C)Cc2cccs2)cc1 | -2.3 | 12.4%
COc1cccc(CN(C(=O)c2oc3cc(Br)ccc3c2C)C2CCS(=O)(=O)C2)c1 (configuration not stated) | -1.7 | -12.2%
CCNC(=O)C1(C)CCN1C(=O)CCc1cccc(Cl)c1 (configuration not stated) | -1.9 | -11.8%
CCOC(=O)[C@]12CCC=C1N(Cc1cccc3ccccc13)C(=O)[C@H](CC(=O)NCCCOC)C2 | 1.9 | 0.9%
CC(C(=O)N1CCNC1=O)N(C)Cc1ccccc1Br (configuration not stated) | 5.2 | 7.4%
COc1ccccc1C(=O)N(Cc1cc2ccccc2[nH]c1=O)c1ccc(C)cc1 | -0.9 | -13.9%
O=C(NCc1cccc(C(F)(F)F)c1)c1ccc2sc(COCCO)nc2c1 | -5.4 | -5.0%
CN1C(C(=O)NC2CCCC2)=CC(c2ccco2)=NS1(=O)=O | 0.1 | -28.2%
O=C(c1cnn(Cc2ccccc2Cl)c1)N1CCCN(S(=O)(=O)c2ccc(F)cc2)CC1 | 3.8 | -0.9%
O=C(c1cccc(Cl)c1)N1CCC(=O)N([C@H](COCc2ccccc2)Cc2ccccc2)CC1 | -5.0 | ?
COc1ccc(-c2nn(-c3ccccc3)cc2C2CC(c3ccco3)=NN2S(C)(=O)=O)cc1 (configuration not stated) | 2.4 | ?

Entries of single compounds, quoted from the list.
`CC1CCC(NC(=O)CSc2ncnc3c2cnn3-c2ccccc2)CC1` (configuration not stated) reads LDHA block = -5.4; ALOX12 inh = 9.5%
`CCC1CCC2(CC1)NC(=O)N(Cc1coc(-c3cccs3)n1)C2=O` (configuration not stated) reads LDHA block = -1.5; ALOX12 inh = -32.6%
`O=C(NCCC(c1ccccc1)c1ccccc1)NNc1cnccn1` reads LDHA block = 5.5; ALOX12 inh = ?

Other compounds:
SMILES | LDHA block | ALOX12 inh
C=CCNc1ncnc2c1ncn2[C@H]1CN(Cc2cccs2)C[C@@H](CO)O1 | -4.4 | 5.8%
O=C(Nc1ccccc1)C1CC(=O)N(Cc2ccco2)c2nc3ccccc3n21 (configuration not stated) | 6.8 | -2.5%
CCc1ccc(C(=O)N(CC)CC)o1 | 4.0 | 42.9%[activator]
Cc1cccc(S(=O)(=O)NC(=O)C2(C)CCN2C(=O)Cc2cc(F)ccc2F)c1 (configuration not stated) | -4.9 | 0.6%
CN(Cc1cn(Cc2cccc(C(F)(F)F)c2)nn1)C1CN(Cc2cn(Cc3cccc(C(F)(F)F)c3)nn2)S(=O)(=O)C1 (configuration not stated) | 6.3 | -112.0%
O=c1c2nnn(Cc3ccccc3)c2ncn1Cc1nc(-c2ccc(OC(F)(F)F)cc2)no1 | 17.5 | 0.4%
O=C1C(=O)N(CCc2ccccc2)C(c2ccc(Cl)cc2)/C1=C(\O)c1ccc2c(c1)OCCO2 (configuration not stated) | -0.8 | -1.4%
O=C1OCCC1Nc1ccccc1Oc1ccccc1 (configuration not stated) | -4.6 | 19.6%
CC(C)CNc1ncnc2c1ncn2[C@H]1CN(CCc2ccccc2)C[C@@H](CO)O1 | -6.3 | -16.9%
O=C(Nc1nc(-c2ccc(Cl)s2)cs1)c1ccc(F)cc1 | 6.4 | ?
COc1ccc(C(CC(=O)O)NC(=O)c2ccc(C(C)(C)C)cc2)cc1 (configuration not stated) | -20.2 | 3.0%
CCC(=O)Oc1ccc2c(=O)c(-c3ccccc3OC)coc2c1 | 1.2 | ?
Fc1c(F)c(F)c(/C=N/Nc2c(F)c(F)c(F)c(F)c2F)c(F)c1F | 2.9 | -4.8%
COc1ccc(OC)c(NC(=O)C2(n3cnnn3)CCCCC2)c1 | 9.6 | -4.1%
COc1cc(C2C(C#N)=C(N)OC3=C2C(=O)CC(C)(C)C3)cc(OC)c1OC(=O)N1CCOCC1 (configuration not stated) | 2.2 | -1.1%
O=C(c1cnn(-c2ccccc2F)c1-n1cccc1)N1CCN(c2ccccc2)CC1 | -8.6 | 13.2%
COc1ccccc1Cc1c(-c2cccc(Cl)c2)nc2ccc(C)cn12 | 2.9 | ?
CC1(C(=O)NS(=O)(=O)c2cccc(C#N)c2)CCN1C(=O)c1ccccc1 (configuration not stated) | -9.9 | -12.2%
CCn1nc(C(=O)OCC(=O)c2ccc(C3CCCCC3)cc2)c2ccccc2c1=O | 7.6 | -5.8%
CCN(Cc1ccccc1)C(=O)CSc1nc2cn(CC)nc2c(=O)n1Cc1ccc(C)cc1 | 7.2 | ?
CN(C(=O)CSc1nc(N2CCCC2)c2c(c1C#N)CCCC2)c1ccccc1 | -23.0 | 24.7%
COCCNC(=S)N(CCc1c(C)[nH]c2ccccc12)Cc1cc(OC)c(OC)c(OC)c1 | 0.6 | 13.6%
COc1ccc(/C=C(\C#N)Sc2ccc(Br)cc2)cc1 | 6.3 | -59.4%
O=C(Nc1ccc(Cl)c(C(F)(F)F)c1)C(c1ccccc1)c1ccccc1 | 6.1 | 40.8%[activator]
COc1cccc(SCC(=O)c2ccc3c(c2)CCC(=O)N3)c1 | 6.4 | 35.5µM*
C[C@H](NC(=O)[C@@H]1CCCN1C(=O)[C@@H]1CCCN1C(=O)c1ccccc1)c1ccccc1 | 1.4 | -25.9%
Cc1ccc(S(=O)(=O)/C=C/CS(=O)(=O)c2ccc(C)cc2)cc1 | 2.4 | -7.0%
Cc1ccc(C(NC(=O)COc2ccccc2C(N)=O)c2cccs2)cc1 (configuration not stated) | -5.7 | -0.3%
C=CCNC(=O)NC(=O)COC(=O)c1ccc(COC)cc1 | 2.5 | -3.6%

Random excerpt: five compounds from above
SMILES | LDHA block | ALOX12 inh
CCn1cnc2c1c(=O)n(CC(=O)N(c1ccccc1)C1CCCCC1)c(=O)n2Cc1ccccc1 | 8.4 | ?
O=C1CC(c2ccc(F)c(F)c2)c2cc(Br)c3ccccc3c2N1 (configuration not stated) | -0.1 | ?
Cc1cc(C)n(-c2ccc(C(=O)OCC(=O)NC(=O)NC3CCCCC3)cc2)n1 | -0.8 | ?
N#Cc1ccc(CN2CCN(CC(=O)Nc3ccccc3C(=O)NC3CCCC3)CC2)cc1 | -6.5 | -23.1%
C[N+]12CC[N+](C)(CC1)CC2 | -21.6 | ?

The list is partial; count on the stated rates, not on these rows.
